From PubChem BioAssay
GDH-TPI counter = GDH-TPI coupled enzyme inhibition counter-screen; GDH-TPI coupled enzyme counterscreen, NADH absorbance; inhibition, % at 4.8 µM; 360,000 compounds, 1.2% hits; AID 588335;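 note: 0% = DMSO wells and 100% = wells lacking the enzyme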
FadD28 binding = inhibitors of Mycobacterium tuberculosis FadD28 bisubstrate binding; FadD28 bisubstrate probe binding, fluorescence polarization; inhibition, % at 12.5 µM; 360,000 compounds, 0.22% hits; AID 588549; in the data active = inhibition above about 8.5%, passing the limit was not always enough; inconclusive = no clear call, values can overlap the other calls
PrPC surface inh = reduces human prion protein on the cell surface; P04156; cell surface PrPC, TR-FRET read-out; inhibition, % at 13.8 µM; 370,000 compounds, 0.43% hits; in the data active = inhibition above about 24%; note: 0% = median of the test wells and 100% = reference compound wells
Mtb FBA inh = Mtb fructose-bisphosphate aldolase inhibition | purified M. tuberculosis FBA, fluorescence read-out | inhibition, % at 1 µM | P9WQA3 | AID 588726 | 360,000 compounds, 2.3% hits; in the data active = inhibition above about 27%;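 note: 0% = vehicle and 100% = reference inhibitor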
Target sequence (P9WQA3 whole entry, looked up): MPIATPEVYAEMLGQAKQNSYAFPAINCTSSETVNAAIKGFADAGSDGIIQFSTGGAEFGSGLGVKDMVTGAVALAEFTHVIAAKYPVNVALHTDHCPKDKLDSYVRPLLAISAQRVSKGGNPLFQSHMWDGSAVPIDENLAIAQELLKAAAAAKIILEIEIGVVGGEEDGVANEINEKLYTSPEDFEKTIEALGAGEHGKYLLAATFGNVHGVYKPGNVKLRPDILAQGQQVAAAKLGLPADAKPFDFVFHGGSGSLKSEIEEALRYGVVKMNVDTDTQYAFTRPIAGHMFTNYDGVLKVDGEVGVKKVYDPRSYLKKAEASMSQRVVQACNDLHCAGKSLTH
CCHFV vOTU inh = CCHFV vOTU protease inhibition | Pep-AMC fluorescence | AID 651958 | inhibition, % at 11.5 µM | 370,000 compounds, 0.55% hits; note: 0% = vehicle wells with enzyme and 100% = no enzyme wells
BoNT-F LC inh = inhibitors of Botulinum neurotoxin F light chain protease; Multiplex microsphere protease cleavage assay, flow cytometry; inhibition, % at 10 µM; 360,000 compounds, 0.22% hits; AID 588497; in the data active = inhibition above about 35%, passing the limit was not always enough; inconclusive = no clear call, values can overlap the other calls; note: plate controls were buffer without enzyme for full effect and enzyme alone for no effect
Mtb BioA inh = blocks M. tuberculosis BioA enzyme activity. inhibition, % at 9.99 µM. 360,000 compounds, 0.096% hits. purified M. tuberculosis BioA enzyme, plate reader; in the data active = inhibition above about 40%; inconclusive = no clear call, values can overlap the other calls
BoNT A protease = BoNT A light chain protease inhibition | multiplex microsphere protease substrate cleavage, flow cytometry | inhibition, % at 10 µM | 360,000 compounds, 0.17% hits | AID 588499; in the data active = inhibition above about 30%; inconclusive = no clear call, values can overlap the other calls; note: plate controls were buffer without enzyme for full effect and enzyme alone for no effect
Mtb UGM inh = inhibitors of M. tuberculosis UDP-galactopyranose mutase; P9WIQ1; purified UGM, fluorescence polarization probe displacement; inhibition, % at 10 µM; 320,000 compounds, 0.06% hits; in the data active = inhibition above about 10%, passing the limit was not always enough; inconclusive = no clear call, values can overlap the other calls
Target sequence (P9WIQ1 whole entry, looked up): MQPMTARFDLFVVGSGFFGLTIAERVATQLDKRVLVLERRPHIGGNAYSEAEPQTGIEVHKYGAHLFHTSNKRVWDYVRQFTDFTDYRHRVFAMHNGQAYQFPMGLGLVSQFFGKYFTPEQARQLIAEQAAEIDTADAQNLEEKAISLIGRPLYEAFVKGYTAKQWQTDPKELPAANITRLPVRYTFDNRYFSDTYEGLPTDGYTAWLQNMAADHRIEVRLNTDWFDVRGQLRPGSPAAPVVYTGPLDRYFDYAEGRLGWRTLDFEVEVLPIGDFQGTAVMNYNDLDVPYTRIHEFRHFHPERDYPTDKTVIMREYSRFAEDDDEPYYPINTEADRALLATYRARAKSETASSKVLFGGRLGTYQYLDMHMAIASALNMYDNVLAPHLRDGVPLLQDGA
* hit, by the source's call; u = inconclusive; x = no result given; + = active, no number. Cut-off read from the data, not from the text of the source, unless noted: active = inhibition above about 30%; inactive = the rest.

No. | molecule | GDH-TPI counter | FadD28 binding | PrPC surface inh | Mtb FBA inh | CCHFV vOTU inh | BoNT-F LC inh | Mtb BioA inh | BoNT A protease | Mtb UGM inh
1 | O=C(CSc1nc2nn(-c3ccccc3)c(=O)c-2c2n1CCCCC2)Nc1cccc(F)c1 | -0.6 | -2.0 | -3.3 | 1.1 | 0.3 | -6.9 | -0.1 | -2.5 | -0.5
2 | CCOC(=O)C(CC)Sc1ncnc2nc[nH]c12 (stereo not drawn) | -4.6 | -4.3 | 0.2 | -0.3 | -2.7 | 4.7 | 24.6 | -0.1 | 1.7
3 | Cc1noc(C)c1S(=O)(=O)Nc1ccc(C(=O)N2CCc3ccccc3C2)cc1 | 6.6 | -1.3 | -1.4 | 0.1 | 4.3 | -15.9 | 5.9 | -1.4 | -0.8
4 | C=C(C)C(=O)Nc1cccc(C2=NOC3(C2)C[C@@H](C(N)=O)N(C(=O)/C(C)=C/C)C3)c1 (stereo partly drawn) | 2.7 | -3.4 | 0.0 | 0.4 | 3.4 | 7.6 | 0.0 | 0.0 | 3.8
5 | NS(=O)(=O)c1ccc(NC(=O)c2ccc(COc3ccccc3)o2)cc1 | 2.9 | -4.1 | 9.4 | -2.8 | 3.5 | -2.8 | x | 0.0 | 0.3
6 | CN(c1ccccc1C(=O)Nc1cccc(Cl)c1Cl)S(C)(=O)=O | -4.8 | -7.4 | -8.2 | 1.8 | -6.5 | 0.2 | 0.3 | 0.1 | 0.3
7 | O=C(N(c1ccccc1)c1ccccc1)N(c1ccccc1)c1ccccc1 | -10.9 | -0.6 | -2.9 | 0.5 | 7.6 | u | -1.9 | -20.8 | -0.9
8 | CN(CC1CCN(CCc2cccc(C(F)(F)F)c2)CC1)C(=O)c1ccc(F)cc1 | 6.9 | -1.4 | -0.8 | 0.7 | 9.1 | u | 1.0 | -0.3 | -1.0
9 | COc1ccc(NC(=O)CNc2ccc(OC)c(S(=O)(=O)N3CCOCC3)c2)cc1 | -2.6 | -2.6 | 0.5 | -2.0 | -0.4 | -3.2 | -0.7 | 0.0 | x
10 | NS(=O)(=O)c1ccc(CCNC(=O)/C=C/c2cccc([N+](=O)[O-])c2)cc1 | 0.6 | -0.4 | -21.6 | -0.3 | 5.6 | -2.7 | x | -0.7 | -0.2
11 | CCn1c(=O)c2[nH]c(Cl)nc2n(CC)c1=O | 10.6 | -3.4 | -0.2 | -2.2 | 0.6 | 2.0 | 1.2 | -0.1 | x
12 | Cc1ccc(C(=O)N2CCC(C(=O)NCc3cccnc3)CC2)cc1 | 3.1 | -0.1 | 6.5 | -2.0 | -7.3 | 1.6 | -2.4 | -0.7 | -1.0
13 | CCOC(=O)C1=C(COc2ccccc2)NC(=O)NC1c1ccc(Cl)cc1 (stereo not drawn) | 3.9 | -3.5 | 3.1 | 1.4 | 18.3 | 0.4 | -3.1 | -0.3 | 1.3
14 | Cc1ccccc1-c1nn(-c2ccc(F)cc2F)cc1CNCCCN(C)C | 2.5 | -3.4 | -12.5 | 0.5 | -11.4 | -15.5 | x | -0.2 | 0.8
15 | CCC1SC(CC)C(=O)N(CC(=O)NCc2ccc(F)cc2)C1=O (stereo not drawn) | 8.1 | -1.3 | 2.8 | -0.9 | -2.7 | -1.6 | x | -1.0 | 4.0
16 | CCOC(=O)c1sc2ccccc2c1OC(=O)c1ccccc1OC | 11.3 | -1.9 | 0.9 | 6.4 | -14.3 | 1.2 | -0.9 | 0.3 | -1.2
17 | CCCN(CC(=O)Nc1ccccc1C)C(=O)Cc1c(C)nc2ccccc2c1C | 3.6 | -3.0 | -4.8 | -0.4 | -4.2 | 2.6 | -0.4 | 0.2 | 0.8
18 | COc1ccc(OC)c(C2C3CN(C(C)C)CC=C3C(C#N)=C(N)C2(C#N)C#N)c1 (stereo not drawn) | 10.5 | -2.7 | -8.8 | -8.1 | 4.2 | 5.9 | -10.6 | 0.2 | 0.8
19 | O=C1c2ccccc2C(=O)N1CCc1c(-c2[nH]c3ccccc3c2CCN2C(=O)c3ccccc3C2=O)[nH]c2ccccc12 | 3.1 | -1.8 | -5.2 | -0.4 | -7.3 | 3.8 | -1.0 | -0.4 | x
20 | N/C(=N\OC(=O)CC1CCCCC1)c1ccc(Br)cc1 | 1.7 | 0.7 | -2.7 | 2.1 | 12.1 | -8.0 | -1.4 | -1.3 | -0.6
21 | CCC(=O)N1CCN(c2ccc(NC(=O)c3c(F)c(F)c(OC)c(F)c3F)cc2)CC1 | -4.0 | -1.6 | 6.6 | 0.5 | -14.9 | 4.5 | -0.3 | 0.5 | -0.2
22 | O=C1NCCN1CCNS(=O)(=O)c1ccc(F)c(Cl)c1 | -6.1 | -3.6 | -8.9 | -0.1 | 9.4 | u | -3.6 | -5.4 | 1.5
23 | Cc1ccc(C(=O)CCC(=O)Nc2cccc(C(F)(F)F)c2)cc1C | -3.1 | 0.1 | 5.5 | -0.3 | 26.2 | 1.2 | -0.5 | -0.8 | 1.7
24 | N/C(=N\OC(=O)Cc1ccccc1[N+](=O)[O-])c1ccccn1 | -5.5 | 0.2 | -0.1 | 0.4 | 7.0 | 1.4 | x | 0.1 | 1.7
25 | O=C(NC(NNc1ccc([N+](=O)[O-])cc1)(C(F)(F)F)C(F)(F)F)c1ccccc1Cl | 4.6 | -4.9 | 0.7 | -1.0 | 9.8 | -2.7 | 0.9 | 0.2 | 1.5
26 | O=C(COc1cccc2cccnc12)Nc1ccccc1N1CCOCC1 | -0.6 | -8.0 | -0.5 | -2.9 | -6.2 | -1.8 | x | -1.2 | -4.0
27 | CC(C)Cc1csc(NC(=O)c2ccc(F)cc2)c1C(=O)O | 20.6 | -1.2 | 4.9 | 4.2 | 15.2 | 1.2 | x | -0.2 | 1.8
28 | CCCCc1ccc(NC(=S)Nc2ccc(Cl)c(S(=O)(=O)N(C)C)c2)cc1 | 8.7 | -1.6 | 5.8 | 3.3 | -13.1 | -3.2 | x | 0.9 | 0.4
29 | CC#CCCC(=O)N1C=Cc2ccccc2C1C#N (stereo not drawn) | -0.8 | -3.7 | 6.3 | -2.2 | 6.2 | -8.3 | -1.3 | -1.1 | -1.5
30 | CCOc1ccc(NC(=S)NC(=O)c2c(Cl)cnn2CC)c([N+](=O)[O-])c1 | 7.8 | -2.8 | -7.8 | -2.6 | 1.3 | -8.2 | x | -0.1 | -4.1
31 | CN1CCN(c2ccc([N+](=O)[O-])cc2/C=N/NC(=O)c2ccc(F)cc2)CC1 | 15.1 | -0.4 | -30.5 | -0.8 | 3.5 | 3.6 | 0.5 | -0.9 | x
32 | CCN(C(=O)CSc1nnc(-c2ccc3c(c2)OCO3)o1)C1CCS(=O)(=O)C1 (stereo not drawn) | 5.7 | -0.1 | 5.2 | 5.8 | 13.9 | x | 1.2 | x | 1.7
33 | COc1ccccc1NC(=O)N1CCN(S(C)(=O)=O)CC1 | 3.7 | -3.2 | -1.1 | -0.2 | 5.4 | 0.7 | -1.1 | -0.5 | -1.4
34 | Nc1ccc(-c2cc(N)n(-c3ccccc3)n2)cc1 | 1.4 | -0.7 | 3.0 | 1.0 | -16.6 | 1.8 | -1.0 | -0.2 | 2.0
35 | COc1ccc(-n2c(-c3cccc(C)c3[N+](=O)[O-])n[nH]c2=S)cc1 | 6.4 | -2.8 | -1.3 | -2.6 | -6.5 | 8.0 | x | 0.8 | 1.1
36 | CCc1cc2c(CN3CCN(C)CC3)cc(=O)oc2cc1O | 11.0 | -1.3 | 7.9 | + | -297.0 | -8.4 | x | -2.0 | -0.6
37 | CC(O)(c1ccc(F)c(F)c1)c1nc(/C=C/c2ccc(C(F)(F)F)cc2)cs1 (stereo not drawn) | 6.2 | -2.9 | 7.0 | -3.3 | 32.5* | -7.0 | -0.8 | 0.1 | x
38 | N#Cc1ccc(-c2nc3c4ccccc4ccn3c2Cc2ccccc2C(F)(F)F)cc1 | x | 0.8 | -1.6 | 7.4 | 13.8 | 7.3 | 0.2 | 3.9 | x
39 | CC(=O)c1ccc(S(=O)(=O)N2CCN(C(=O)c3ccc(COc4ccccc4)o3)CC2)cc1 | 3.2 | -2.8 | 3.0 | 0.7 | -8.7 | 5.2 | x | 1.1 | x
40 | O/N=C/c1ccnc(SCc2ccc(Cl)cc2)n1 | 10.2 | 1.0 | 16.4 | -9.6 | -1.7 | u | x | -0.4 | 1.3
41 | CC1(C)SC(=S)N(NC(=O)Nc2cccc3ccccc23)C1N(O)C(=O)Nc1ccccc1 (stereo not drawn) | 4.5 | -1.3 | 5.7 | 4.8 | -8.1 | -5.8 | x | -1.7 | 0.1
42 | CNc1cc(-c2cnn(CC(C)C)c2)ncn1 | 3.1 | 0.8 | 7.9 | 7.7 | -8.0 | -11.8 | 0.3 | -1.5 | x
43 | Cc1ccccc1OCC(=O)N/N=C/c1ccccn1 | -10.8 | -3.1 | 0.5 | -0.3 | -6.6 | -0.5 | x | -1.0 | 2.1
44 | NNC(=O)COc1ncn(-c2ccccc2)n1 | 6.6 | -0.1 | 5.2 | 2.7 | 1.3 | -2.6 | 1.7 | -0.1 | -4.6
45 | CCCNC(=O)Cn1c(=O)oc2ccccc21 | 5.0 | -0.4 | 0.8 | 2.0 | 5.7 | -0.8 | -1.5 | 0.2 | 2.5
46 | COC(=O)C1=C(C(=O)OC)[C@@H]2N(Cc3ccccc3)c3ccccc3[C@@]23C[C@@H](C(=O)OC)N(C(C)=O)C3=N1 | 7.8 | -1.9 | -3.8 | -2.0 | -0.2 | 13.9 | -0.2 | 0.0 | 2.5
47 | Oc1ccc(N2CCN(Cc3cc4c(cc3Br)OCCO4)CC2)cc1 | 9.6 | -4.2 | 2.8 | -0.1 | 3.0 | -18.3 | -0.7 | -1.4 | 0.5
48 | CCc1sc(N(C(=O)Cc2ccccc2)c2cccc(F)c2)nc1-c1ccc(C)cc1 | 13.5 | -1.8 | 6.1 | 2.7 | -8.8 | -4.6 | 0.4 | -0.1 | 0.5

Along the list, quoted from above.
BoNT A protease for entries 39 to 45: 1.1, -0.4, -1.7, -1.5, -1.0, -0.1, 0.2
Mtb UGM inh for entries 39 to 45: x, 1.3, 0.1, x, 2.1, -4.6, 2.5

In the list so far, these contain bromine:
No. | molecule | GDH-TPI counter | FadD28 binding | PrPC surface inh | Mtb FBA inh | CCHFV vOTU inh | BoNT-F LC inh | Mtb BioA inh | BoNT A protease | Mtb UGM inh
20 | N/C(=N\OC(=O)CC1CCCCC1)c1ccc(Br)cc1 | 1.7 | 0.7 | -2.7 | 2.1 | 12.1 | -8.0 | -1.4 | -1.3 | -0.6
47 | Oc1ccc(N2CCN(Cc3cc4c(cc3Br)OCCO4)CC2)cc1 | 9.6 | -4.2 | 2.8 | -0.1 | 3.0 | -18.3 | -0.7 | -1.4 | 0.5

(continued)
No. | molecule | GDH-TPI counter | FadD28 binding | PrPC surface inh | Mtb FBA inh | CCHFV vOTU inh | BoNT-F LC inh | Mtb BioA inh | BoNT A protease | Mtb UGM inh
49 | CN1OC[C@@H]2CN(Cc3ccc(Cl)cc3)[C@H](c3cccc(Br)c3)C[C@@H]21 | -0.9 | -0.8 | -4.2 | 3.5 | -8.4 | -3.5 | 0.1 | -0.3 | x
50 | Cc1ccc(CS(=O)Cc2ccc(C(=O)N3CCN(c4ccccc4)CC3)o2)cc1 (stereo not drawn) | 3.5 | -3.1 | 1.5 | -2.2 | 12.3 | 0.0 | 1.8 | 0.5 | -2.7
51 | CC[C@H]1C2C[C@H]3[C@@H]4N(C)c5ccccc5C45C[C@H](C2[C@H]5O)N3[C@@H]1O (stereo partly drawn) | 3.6 | -1.4 | -8.7 | -2.0 | 2.7 | -0.5 | 1.1 | -0.1 | -1.2
52 | O=C(/C=C/c1cccs1)NC(=S)Nc1ccc(C(=O)O)cc1 | 74.0* | -0.9 | -9.6 | 1.4 | 10.0 | 0.4 | 0.4 | 1.4 | 1.9
53 | O=C(c1cccc([N+](=O)[O-])c1)n1nc(-c2ccccc2)nc1NCc1ccccc1 | 0.0 | -1.1 | -2.3 | 8.1 | -4.2 | -2.3 | 9.3 | 0.7 | 3.5
54 | CC/C(C)=N/NC(=S)NCc1ccco1 | 1.5 | -1.4 | -1.1 | -0.3 | 21.4 | -6.8 | 0.0 | -0.8 | 0.1
55 | CC1CN(O)C2CCc3c(no[n+]3[O-])C12O (stereo not drawn) | 9.2 | -1.3 | 3.0 | -1.3 | -8.9 | -0.7 | 1.9 | -0.4 | 3.2
